Screening data: PubChem, several laboratories
WT yeast gro inh: growth inhibition of WT yeast, mitochondrial fusion screen. mitochondrial fusion phenotypic screen, WT strain. inhibition, % at 10 µM. 190,000 tested, 2.1% active; in the data active means inhibition above about 58%; tested in S. cerevisiae
Myeloid diff 2: promotes myeloid progenitor differentiation; 360,000 tested, 1% active; calls only at 10 µM; AID 624256; ER-HoxA9 myeloid progenitors, lysozyme-GFP differentiation, flow cytometry;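 active means normalized GFP-positive differentiation at or above the plate's own cutoff, the solvent-only control mean plus 3 SD; inconclusive means no clear call, values can overlap the other calls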;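 further: cells exposed to compound for four days before flow analysis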
Rac1 GTP hydrolysis: MgcRacGAP GTPase-activating activity inhibitors, confirmation, biochemical, ADP Hunter fluorescence; AID 624330; 340,000 tested, 0.6% active; MgcRacGAP-stimulated Rac1 GTP hydrolysis, ADP Hunter fluorescence; higher % means a stronger effect; GST-tagged Rac1 F28L mutant substrate; inhibition, % at 30 µM, or IC50 in µM where a hit was titrated;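 active means first-screen hits whose inhibition reached a set limit at any dose in the follow-up dose series; inconclusive means inhibition above the set first-screen limit but never retested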;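 further: fluorescence reports GDP produced by GAP-driven GTP hydrolysis; strong numbers were not always called active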
bCat nuc transl: modulators of beta-catenin nuclear translocation; HeLa beta-catenin nuclear translocation, immunofluorescence imaging; nuclear translocation activity, % at 5 µM; 190,000 tested, 0.3% active; AID 1665;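 active means nuclear translocation activity above 50% at 5 µM, with a well cell count of 50 or more; inconclusive means wells under 50 cells across six images, flagged as toxic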;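 further: per-cell ratio of nuclear to cytoplasmic median beta-catenin stain intensity; plate controls were DMSO negative control for no effect and GSK-3 inhibitor IX positive control for full effect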
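Read-out: Nuclear/cytoplasmic beta-catenin signal ratio, % activation | Assay system: Human HeLa cell line | Times: 24 h compound exposure at 37°C, 5% CO2 | Signal: Fluorescence imaging of beta-catenin antibody stain plus DAPI | Dosing: 5 µM primary, 0.02–20 µM confirmation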
Large T inhibition: SV40 large T antigen inhibitors, biochemical (AID 1903) | SV40 large T antigen ATPase/helicase inhibition assay; higher % means a stronger effect | one-dose inhibition, % at 20 µM; IC50 in µM for titrated hits | 310,000 tested, 0.39% active; in the data active means a potency from the dose series; inconclusive means inhibition mostly from about 32% at the one dose, without a potency; inactive means the rest, 99 in 100 with inhibition below about 32%; further: strong numbers were not always called active
PhoP inhibition: PhoP-dependent GFP reporter repression – Salmonella Typhimurium, primary screen (AID 1863). S. Typhimurium PhoP-regulated promoter GFP reporter, 4 h; higher % means a stronger effect. 300,000 tested, 0.16% active. inhibition, % at 50 µM, or IC50 in µM where a hit was titrated;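 active means inhibition over 29.93%, a cutoff 3 SD above the screen mean, later confirmed by dose response; inconclusive means inhibition over 29.93% but no dose response follow-up; inactive means inhibition at most 29.93% or unconfirmed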;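 further: 0% = low Mg2+ inducing control and 100% = high Mg2+ repressing control; strong numbers were not always called active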
West Nile antiviral: West Nile virus antiviral activity, cell-based, CPE readout (AID 1621); CPE inhibition, % at 10 µM; hits with a dose series show IC50 in µM; West Nile virus-infected cells, CPE inhibition; higher % means a stronger effect; 290,000 tested, 0.02% active; in the data active means a potency from the dose series; inconclusive means CPE inhibition mostly from about 3.7% at the one dose, without a potency; inactive means the rest, 99 in 100 with CPE inhibition below about 2.2%; further: strong numbers were not always called active
T cell HTS: T cell immune modulation candidate | 2C CD8+ T cell-vesicle binding, flow cytometry; hits give low values | calls only at 7 µM | 330,000 tested, 0.068% active;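 active means response, share of CD8 T cells binding vesicles, and their 90th percentile fluorescence all below set limits, cut at about 80% in these data, passing the limit was not always enough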
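material = purified 2C TCR transgenic mouse naive CD8+ T cells | controls = Unloaded micro-vesicles (low), QL9 vesicles with 0.7% DMSO (high) | detection = cytometric PE anti-B7-1 and Alexa647 anti-CD8 signals after 1% paraformaldehyde fixation | incubation = binding step 1.5 h, 37 °C, antibody labelling 20 min, ice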
RSV antiviral HEp-2: inhibition of RSV-induced cytopathic effect – HEp-2 cells, primary 10 µM value included (AID 2391); HEp-2 cells, RSV-induced CPE inhibition; higher % means a stronger effect; CPE inhibition, % at 10 µM; hits with a dose series show IC50 in µM; 310,000 tested, 0.13% active; in the data active means a potency from the dose series; inconclusive means CPE inhibition mostly from about 23% at the one dose, without a potency; inactive means the rest, 99 in 100 with CPE inhibition below about 21%; further: strong numbers were not always called active
WT yeast gro inh mutant strain: recorded beside WT yeast gro inh, whose call it bears; inhibition, %; mitochondrial fusion phenotypic screen, mutant strain inhibition
bCat nuc transl cell count 5 µM: also measured in bCat nuc transl; calls as there; cell count; measured here: cell count, cytotoxicity flag
T cell HTS vesicle-bound %: recorded beside T cell HTS, whose call it bears; double positive events, %; measured here: CD8+ vesicle-bound cell fraction;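 binding gate set so that unloaded-vesicle control wells show 10% double positive cells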
Myeloid diff 2 GFP+ MAC1+ %: further read-out of Myeloid diff 2, marked with its call; GFP+ MAC1+ double positive, %; measured here: differentiation confirmed by MAC1 staining
Active calls of the source: *; i = inactive; ? = inconclusive; / = not tested or not shown.

SMILES | WT yeast gro inh | WT yeast gro inh mutant strain | Myeloid diff 2 | Myeloid diff 2 GFP+ MAC1+ % | Rac1 GTP hydrolysis | bCat nuc transl | bCat nuc transl cell count 5 µM | Large T inhibition | PhoP inhibition | West Nile antiviral | T cell HTS | T cell HTS vesicle-bound % | RSV antiviral HEp-2
C=C(C)CN1C(=O)C(=O)N(CC(=C)C)C1=O | / | / | / | / | / | 0.1 | 1354 | 14.8% | -3.6% | 0.4% | i | 22.6 | /
CCCc1nn(-c2cc(Cl)ccc2OC)c2c1C(=O)CC(C)(C)C2 | 0.3 | -6.3 | i | 2.1 | 1.7% | / | / | 2.9% | 6.5% | 0.6% | i | 49.6 | 0.4%
CN(C)/C=C/C(=O)c1ccc(Br)cc1 | -1.8 | -3.5 | i | 0.1 | 8.1% | 0.3 | 1450 | 6.0% | -8.1% | 0.6% | i | 62.5 | 0.8%
Cc1ccc(C)c(N2CCN(C(=O)CN3C(=O)c4ccccc4C3=O)CC2)c1 | -0.6 | -0.1 | i | 6.7 | 8.0% | -0.3 | 1428 | 2.8% | 4.1% | 0.4% | i | 50.2 | -0.2%
COc1ccccc1C(=O)NCCC(=O)Nc1ccc(OC(F)(F)F)cc1 | / | / | i | 1.6 | 8.2% | / | / | 7.6% | -0.1% | 0.7% | i | 25.6 | 3.2%
COc1cccc(-c2nc(CS(=O)CC(=O)NCCc3ccc(C)cc3)c(C)o2)c1 (centres undefined) | / | / | i | 1.0 | 11.2% | / | / | 2.1% | 4.1% | -0.7% | i | 13.7 | 0.5%
COc1nc(-c2ccccc2)ccc1-c1noc(-c2cccnc2)n1 | 4.8 | -0.1 | i | 0.9 | 3.9% | -0.7 | 1175 | 5.8% | 2.0% | -0.2% | i | 56.6 | 0.8%
O=C(N/C(=C/c1ccco1)C(=O)N1CCCCCC1)c1ccccc1 | / | / | i | 3.9 | 6.9% | / | / | 13.0% | 1.0% | -1.0% | i | 29.5 | 1.5%
CCN(CC)C(=O)Cn1cc(SCC(=O)Nc2cc(C)on2)c2ccccc21 | -9.1 | 3.1 | i | 0.6 | 2.2% | -0.2 | 1062 | -1.9% | 7.2% | -0.3% | i | 46.5 | -1.1%
Cc1cc(C)nc(SCc2nc(N)nc(-c3ccccc3O)n2)n1 | -0.6 | 8.2 | i | 1.0 | 6.6% | 1.9 | 879 | 0.1% | 0.7% | 0.3% | i | 5.3 | 0.8%
CCCC(=O)n1nc(NCc2ccc(OC)cc2)nc1NCc1ccc(OC)cc1 | 36.5 | 11.9 | i | 0.4 | 8.6% | -2.1 | 986 | 2.7% | -5.4% | -0.3% | i | 50.8 | -0.4%
O=C(CN1C(=O)CSc2ccc(S(=O)(=O)N3CCOCC3)cc21)NCCCN1CCc2ccccc2C1 | 3.7 | -2.2 | i | 0.4 | 1.6% | 0.6 | 1120 | 2.9% | 3.1% | -0.3% | i | 37.5 | 0.5%
COc1ccc(CNc2ncccn2)cc1OC | 2.1 | 7.4 | i | 0.1 | 1.5% | 7.8 | 815 | 16.2% | -5.5% | 0.1% | i | 0.4 | -0.9%
COc1ccc(NC(=S)Nc2ccc(F)cc2)c(OC)c1 | / | / | i | 1.1 | 10.9% | / | / | / | / | / | i | 53.2 | -0.5%
Cc1noc(C)c1S(=O)(=O)N1CCC(C(=O)N2CCN(c3ccc(F)cc3)CC2)CC1 | 3.9 | -6.7 | / | / | / | 1.0 | 1447 | 6.5% | -1.6% | -1.3% | i | 21.9 | -0.3%
Cn1c(C(=O)O)c(CC(=O)Nc2ccc3c(c2)OCCO3)c2ccccc21 | 4.0 | 1.9 | i | 0.6 | 3.1% | 0.8 | 1147 | 0.1% | 17.2% | 0.1% | i | 37.8 | 1.0%
OCCC1CN(Cc2cccn2-c2cccnc2)CCN1C1CCCCC1 (centres undefined) | 2.6 | -1.6 | i | 0.3 | 8.0% | 4.8 | 875 | -0.6% | -5.1% | -0.2% | i | 17.6 | -2.1%
Cc1ccc(NC(=O)c2ccc(OCc3c(C)noc3C)cc2)c(C)c1 | / | / | i | 1.3 | 4.6% | / | / | / | / | / | i | 42.7 | 1.4%
COC(=O)c1cc(C(=O)OCC(=O)NC2CCCCCCC2)cc([N+](=O)[O-])c1 | / | / | i | 0.8 | 6.2% | / | / | / | / | / | i | 32.5 | 2.9%
Cc1ccc(NC(=O)c2csc3c2CCCC3)cc1 | 11.5 | 21.5 | i | 0.2 | 8.3% | -4.6 | 1055 | 2.9% | 1.0% | 0.0% | i | 50.6 | 3.5%
COCCOC(=O)c1c(C)n(C)c2ccc(OC(=O)N3CCOCC3)cc12 | -8.8 | -2.4 | i | 1.4 | -0.7% | -2.5 | 835 | 7.4% | -5.3% | -0.4% | i | 25.3 | 1.5%
CCOC(=O)C(Cc1ccccc1)c1ccnc2ncnn12 (centres undefined) | -1.5 | 5.9 | i | 0.5 | 0.0% | -1.7 | 984 | -1.5% | -8.1% | 0.1% | i | 2.8 | 0.2%
Cc1c(Cl)c(C(F)(F)F)nn1CC(=O)NCc1ccccc1 | 1.7 | 8.3 | i | 1.7 | -3.8% | 2.0 | 924 | 7.0% | 1.4% | -0.5% | i | 38.3 | 0.9%
CCNc1nc(NC(C)CC)nc(ON=C(C)C)n1 (centres undefined) | 12.4 | 10.9 | i | 0.7 | 2.9% | -0.6 | 1494 | 4.7% | 9.2% | 0.5% | i | 26.4 | 2.6%
O=C(Nc1cccc(C(=O)N2CCOCC2)c1)c1ccccc1Cl | / | / | i | 1.2 | 8.2% | / | / | 22.1% | -5.5% | -0.1% | i | 59.8 | 1.6%
SMILES | WT yeast gro inh | WT yeast gro inh mutant strain | Myeloid diff 2 | Myeloid diff 2 GFP+ MAC1+ % | Rac1 GTP hydrolysis | bCat nuc transl | bCat nuc transl cell count 5 µM | Large T inhibition | PhoP inhibition | West Nile antiviral | T cell HTS | T cell HTS vesicle-bound % | RSV antiviral HEp-2
COc1ccc(C(=O)NNC2=CC(=O)CC(C)(C)C2)cc1 | 10.2 | 4.8 | i | 1.5 | 1.6% | 1.3 | 1113 | 7.0% | 29.4% | 0.3% | i | 43.1 | 1.8%
CC(Cc1cccs1)NC(=O)CCCn1nnnc1CN1CCOCC1 (centres undefined) | / | / | i | 0.8 | 9.7% | / | / | 7.7% | -4.6% | 0.1% | i | 32.3 | 1.5%
CC(=O)Nc1ccc(NC(=O)C2CCCN2S(=O)(=O)c2cccc3nsnc23)cc1 (centres undefined) | -8.8 | -1.5 | i | 0.3 | 7.6% | -1.4 | 1116 | -0.1% | -0.9% | 0.0% | i | 25.5 | -0.3%
COc1ccc(C(CNC(=O)c2cccc(S(=O)(=O)Nc3ccccc3Cl)c2)N2CCOCC2)cc1 (centres undefined) | / | / | i | 1.5 | -6.1% | / | / | 3.7% | -5.2% | / | i | 43.4 | ?
CN(Cc1cccc(F)c1)C(=O)c1ccccc1Sc1ccccc1C#N | / | / | ? | / | 3.6% | / | / | 2.2% | -7.8% | -1.1% | i | 5.9 | 12.6%
CSc1ccccc1OCc1cc(C(=O)N(C)C(C)c2nc(C)cs2)no1 (centres undefined) | / | / | i | 4.4 | 6.2% | / | / | 3.9% | -4.1% | -0.4% | i | 63.9 | 9.2%
Cc1c[n+]([O-])n(-c2ccc(C(=O)O)cc2)n1 | 0.3 | -8.8 | i | 1.2 | 6.6% | 6.4 | 1038 | 2.2% | -4.3% | 1.0% | i | 44.3 | 2.5%
COc1cccc(C(=O)Cn2c(N3CCCCC3)nc3c2c(=O)n(C)c(=O)n3C)c1 | 9.7 | -13.4 | i | 4.4 | -3.7% | 2.0 | 1103 | 5.6% | 9.2% | -0.2% | i | 15.6 | 1.5%
O=C(CN1C(=O)c2ccccc2S1(=O)=O)NCc1cccs1 | / | / | i | 0.9 | 7.0% | / | / | 7.2% | 3.5% | -0.3% | i | 9.6 | 0.1%
CC(C)CCn1c(=O)c2ccccc2n2c(CN3CCCC3)nnc12 | 2.2 | -9.7 | i | 0.2 | 2.7% | -1.9 | 1048 | 15.1% | -2.1% | -0.9% | i | 6.4 | -0.2%
C=CCC1(O)C(=O)N2C(=C1C(=O)N1CCOCC1)c1ccccc1CC2(C)C (centres undefined) | 2.4 | -4.5 | i | 3.9 | -1.2% | / | / | 18.3% | -2.6% | -0.2% | i | 8.0 | -0.9%
NC(N)=NC1=NC(=O)/C(=C/c2ccccc2-n2cccn2)S1 | -15.4 | 1.9 | i | 0.5 | 10.9% | -1.7 | 1110 | 4.3% | -3.1% | 0.7% | i | 35.6 | 1.7%
Cc1ccc(NC(=O)Cn2nc(C)c([N+](=O)[O-])c2C)cc1C | -6.0 | 10.6 | i | 0.4 | 1.0% | 0.5 | 1530 | 9.0% | 3.5% | -0.3% | i | 35.3 | 3.2%
Cc1cc(O)cc(=O)n1CCc1ccccc1 | / | / | i | 0.3 | 9.3% | / | / | 1.8% | 3.3% | -0.3% | i | 60.7 | -0.7%
CC(C)NC(=O)COC(=O)c1ccccc1Oc1ccccc1 | 5.0 | 11.7 | i | 1.2 | 3.6% | -2.4 | 1182 | 2.9% | -6.1% | / | i | 28.4 | 0.8%
O=C(NC1CCCCC1)C(c1cccnc1)N(C(=O)CCl)c1cccc(Cl)c1 (centres undefined) | -7.5 | -19.4 | i | 3.4 | 7.9% | 25.1 | 200 | 6.9% | 1.4% | 0.9% | i | 2.6 | -2.0%
CC1CC(=O)c2cnc(Nc3cccc(C(F)(F)F)c3)nc2C1 (centres undefined) | 0.5 | 17.8 | i | 0.7 | -8.7% | -0.8 | 622 | 14.3% | -3.5% | -0.3% | i | 53.1 | ?
COc1ccccc1NC(=O)Nc1ccc2c(c1)nc(C)n2C | 20.8 | 10.1 | i | 0.9 | 1.9% | 0.1 | 1616 | 2.5% | 8.8% | -1.0% | i | 12.0 | 3.6%
Cc1ccc[n+](CC(=O)Nc2cccc([N+](=O)[O-])c2)c1 | 6.2 | -2.3 | i | 0.5 | 3.8% | -0.3 | 1568 | 5.8% | 2.2% | -0.8% | i | 52.6 | 2.3%
O=C(COC(=O)Cc1ccc(S(=O)(=O)N2CCOCC2)s1)Nc1ccc2c(c1)OCO2 | 3.8 | 10.1 | i | 0.0 | -1.5% | -5.7 | 1097 | 3.2% | -8.7% | 0.4% | i | 49.9 | 0.2%
